# Compound activity from PubChem BioAssay.
# Apaf-1 inh = inhibitors of human Apaf-1 apoptosome, primary screen, biochemical, DEVD-Rh110 fluorescence, uHTS; Apoptotic protease-activating factor 1 (Homo sapiens), O14727; reconstituted apoptosome caspase-3 activity; 330,000 tested, 0.71% active; inhibition, % at 20 µM; active means inhibition of at least 40% at 20 µM;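 further: plate controls were DMSO wells for no effect and DEVD-CHO caspase inhibitor wells for full effect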
#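 System: Apoptosome proteins | Medium: Hepes pH 7.5 with detergent and BSA | Also added: Cytochrome c trigger plus (Z-DEVD)2-Rh110 caspase-3 substrate | Incubation: 30 min compound preincubation, 50 min activation, room temperature | Detection: Rhodamine 110 fluorescence at Ex 480/Em 540 nm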
# UBC13 inh = UBC13 polyubiquitin chain formation inhibitors, primary screen, biochemical, TR-FRET, uHTS | Ubiquitin-conjugating enzyme E2 N (Homo sapiens), P61088 | inhibition, % at 20 µM | 330,000 tested, 0.47% active; in the data active means inhibition above about 45%, passing the limit was not always enough
# Target sequence (P61088 whole entry, looked up): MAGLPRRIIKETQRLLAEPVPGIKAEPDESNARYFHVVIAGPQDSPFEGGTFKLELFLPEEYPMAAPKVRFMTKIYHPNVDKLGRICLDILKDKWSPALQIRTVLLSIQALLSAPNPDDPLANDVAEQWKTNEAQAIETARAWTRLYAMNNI
# 697 NFkB inh = inhibitors of PMA/ionomycin-induced NF-kB reporter, 697 cells, primary screen, B-cell NF-kB inhibitor project, cell-based, luminescence, uHTS. AID 435022, 2010. 697 B-cell NF-kB luciferase reporter, 16 h. inhibition, % at 4 µM. 330,000 tested, 0.33% active; in the data active means inhibition above about 35%
# SENP7 inh = SENP7 protease inhibitors, primary screen, biochemical, luminescence, uHTS | Sentrin-specific protease 7 (Homo sapiens), Q9BQF6 | recombinant SENP7, Z-RLRGG-aminoluciferin luminescence, 40 min | inhibition, % at 5 µM | 330,000 tested, 1.5% active | AID 434973, 2010;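 active means inhibition above about 50% at the single test dose, limit read from the data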;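 further: plate controls were DMSO with enzyme for no effect and no enzyme buffer wells for full effect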
# Target sequence (Q9BQF6 706-1050 limits assumed): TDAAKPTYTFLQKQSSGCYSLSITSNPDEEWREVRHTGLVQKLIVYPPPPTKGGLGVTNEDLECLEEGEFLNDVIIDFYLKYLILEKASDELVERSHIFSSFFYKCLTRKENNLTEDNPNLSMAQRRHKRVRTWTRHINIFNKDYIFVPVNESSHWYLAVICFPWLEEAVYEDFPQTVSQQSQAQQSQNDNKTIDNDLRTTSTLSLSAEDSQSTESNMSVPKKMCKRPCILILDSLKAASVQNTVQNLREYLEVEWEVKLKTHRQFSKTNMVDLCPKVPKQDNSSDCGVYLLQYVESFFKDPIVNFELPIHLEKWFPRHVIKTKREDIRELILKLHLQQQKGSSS
# HKDC1 inh = HKDC1 hexokinase inhibitors, primary screen, biochemical, fluorescence, uHTS | recombinant HKDC1, G6PDH/diaphorase resazurin coupled fluorescence | AID 493160, 2011 | inhibition, % at 20 µM | 340,000 tested, 0.16% active;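 active means inhibition above about 35% when tested at 20 µM, limit read from the data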;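 further: plate controls were DMSO wells with enzyme for no effect and DMSO wells lacking enzyme for full effect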
#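 Assay system: recombinant HKDC1 hexokinase; detection: coupled resazurin fluorescence, excitation 525 nm, emission 613 nm; benchmarks: DMSO-plus-enzyme-mix negative control, buffer-substituted positive control; compound dosing: single 20 µM dose; schedule: 90 min at room temperature in dark; also added: glucose plus 1 mM ATP as hexokinase substrates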
# SENP8 inh = SENP8 protease inhibitors, primary screen, biochemical, luminescence. Sentrin-specific protease 8 (Homo sapiens), Q96LD8. purified SENP8, Z-RLRGG-aminoluciferin cleavage. inhibition, % at 10 µM. 330,000 tested, 1.2% active. AID 2540, 2010
# Target sequence (Q96LD8 whole entry, looked up): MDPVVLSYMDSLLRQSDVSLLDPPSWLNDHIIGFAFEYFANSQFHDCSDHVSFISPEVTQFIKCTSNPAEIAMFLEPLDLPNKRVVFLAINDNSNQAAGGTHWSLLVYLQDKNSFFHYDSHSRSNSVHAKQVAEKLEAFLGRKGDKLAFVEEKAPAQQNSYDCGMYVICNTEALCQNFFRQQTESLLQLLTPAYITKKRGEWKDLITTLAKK
# Jurkat NFkB inh = inhibitors of induced NF-kB luciferase reporter, primary screen, TCR NF-kB activation inhibitor project, cell-based, luminescence, uHTS | Jurkat, PMA/ionomycin-induced NF-kB luciferase reporter | inhibition, % at 4 µM | 330,000 tested, 0.53% active
# Gli-Sufu antag = Gli-Sufu pathway antagonists, primary screen, luciferase luminescence, Sufu-KO-LIGHT cells, uHTS; Sufu-KO-LIGHT fibroblasts, Gli luciferase reporter luminescence; inhibition, % at 5 µM; 340,000 tested, 0.74% active;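 active means inhibition above about 55%, limit read from the data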;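 further: 0% = DMSO-treated cells and 100% = wells with medium but no cells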
# Numbers without * were called inactive; nt = no result given. Unless noted, no stated cut-off is given here; in the data, active means inhibition above about 50%; inactive means the rest.
SMILES,Apaf-1 inh,UBC13 inh,697 NFkB inh,SENP7 inh,HKDC1 inh,SENP8 inh,Jurkat NFkB inh,Gli-Sufu antag
CCC(=O)c1cc(F)c(N2CCN(C(=O)c3ccco3)CC2)cc1C,2.4,6.8,-19.2,1.5,-4.7,5.2,-1.6,-7.0
CSc1ccc(CN(C)CC(=O)NCc2ccc(F)cc2)cc1,-0.1,10.3,4.7,2.4,-14.2,-1.0,1.3,0.3
O=C1CC(c2cccs2)c2cc3c(cc2N1)OCCO3 (configuration not stated),-6.4,-2.5,-23.6,5.5,12.0,9.6,22.0,-3.9
Cc1ccc(N=CC=C2OC(C)(C)C(C)(C)O2)c(C)c1,6.4,-0.1,-15.1,-8.5,10.2,-8.2,-14.5,-4.3
Cc1ccc(C)n1-c1nnc(N2CCC(C(=O)NCCCN3CCN(C)CC3)CC2)s1,24.8,8.4,15.0,-5.5,-6.7,7.1,23.8,-3.4
O=C(c1cnccn1)N(c1ccccc1)C1(C(=O)NC2CCCCC2)CCCCC1,0.1,1.4,11.7,4.7,-1.8,6.8,-14.8,7.7
COc1cccc(OCC(O)CN2CCC(Cc3ccccc3)CC2)c1 (configuration not stated),19.0,-3.0,-10.3,-13.1,2.2,-2.8,-6.1,-2.0
NNC(=O)c1ccc([N+](=O)[O-])c(CS(=O)(=O)c2ccc(Cl)cc2)c1,-13.9,-3.1,13.0,4.7,2.3,2.3,-3.3,-8.6
COC(=O)c1ccsc1NC(=O)c1cccc(OC)c1,3.2,22.0,15.5,5.9,-0.9,-12.7,-11.9,13.3
COc1ccc(C(=O)O/N=C2\CCS(=O)(=O)c3sccc32)cc1,23.5,-10.7,7.6,12.8,10.5,-4.1,3.6,0.2
COc1ccc(C(=O)NC(=S)NNC(=O)c2ccccc2O)cc1,-2.3,4.3,-8.2,-0.4,-30.2,0.6,-4.2,26.9
CC(=O)NCCn1c(C)cc2ccccc21,-5.0,-3.2,9.4,-9.2,3.9,6.8,-1.4,-6.0
N#CCCn1c(SCC(=O)c2c[nH]c3ccccc23)nc2ccccc21,16.5,-2.9,22.5,-16.9,4.5,-7.4,13.7,4.7
O=C(CC1NC(=O)NC1=O)Nc1ccccc1 (configuration not stated),12.1,-8.9,-35.2,9.5,-3.4,3.7,-0.1,1.2
CCOC(=O)N1CCN(C(=O)C(CC)n2nc(C)c3sc4ccccc4c3c2=O)CC1 (configuration not stated),7.9,-7.4,20.8,-3.8,-8.7,-8.8,16.0,-2.5
Cc1ccc(NS(=O)(=O)c2ccc(OCC(=O)NCc3ccccn3)cc2)cc1,7.8,-6.9,-9.5,-9.3,-4.0,-5.7,-4.5,-4.2
CC(C)OCCCNC(=O)C1CCN(S(=O)(=O)c2ccc3nc4c(c(C(=O)O)c3c2)CCCCC4)CC1,-6.9,-3.6,1.1,-3.5,-3.7,-5.4,8.4,3.5
O=C(NCCCN1CCCC1=O)Nc1ccc(Br)cc1Cl,3.3,0.5,-5.3,8.1,-1.2,-0.7,7.8,-2.1
Cc1ccnc2c1ccc1ccccc12,3.3,6.3,9.3,3.2,-3.0,2.8,-2.2,-4.7
COCCOC(=O)c1c(NC(=O)CNCc2ccco2)sc(C(N)=O)c1C,-6.6,-1.6,-0.6,7.8,0.3,0.3,3.9,-15.5
CCCCn1c(N)c(N(CCOC)C(=O)CN2c3ccccc3CC2C)c(=O)[nH]c1=O (configuration not stated),2.2,-6.5,10.4,-0.5,-10.4,-6.7,6.7,-6.0
O=S(=O)(c1ccc(Br)cc1)N1CCN(c2cc(-c3ccccc3)nc3ncnn23)CC1,-7.8,20.1,3.8,7.8,8.1,-3.5,-4.7,9.9
O=c1[nH]c(Cc2ccccc2)nc2scc(-c3ccccc3)c12,13.7,4.2,-7.0,-6.2,-1.6,-6.4,-2.6,-3.8
O=C(Nc1ccccc1F)c1c[nH]c(=O)[nH]c1=O,-21.1,15.0,23.8,28.6,-1.3,23.2,6.1,-0.1
Cc1cccc2cc(CN(Cc3cccnc3)C(=S)NCCCN(C)C)c(=O)[nH]c12,3.4,2.2,-2.7,-0.8,-11.1,4.2,-10.4,19.8
CCN(CC)C(=O)COc1ccc(S(=O)(=O)N2CCOCC2)cc1,-5.5,-9.1,-0.3,6.2,-1.6,7.4,-3.7,3.3
CC(=O)c1cccc(N=Nc2c(-c3ccccc3)[nH]n(-c3ccccc3)c2=O)c1,8.0,-29.1,-1.5,1.4,21.2,-4.1,5.5,5.3
CCOC(=O)c1cnc2c(-c3ccccc3)c(-c3ccccc3)nn2c1C,15.6,-2.6,-17.8,-15.3,-2.2,-10.4,-14.7,9.6
COCCNCC(=O)NCC12CC3CC(CC(C3)C1)C2,7.1,2.4,-7.7,1.7,-5.5,1.9,1.8,0.5
CN1CCN(CC/C=C2/c3ccccc3Sc3ccc(S(=O)(=O)N(C)C)cc32)CC1,39.1,55.0*,-19.6,-4.4,-4.0,-3.7,-16.6,3.2
CCOC(=O)CNC(=O)C1(/C=C/c2ccccc2)CC(=O)N1c1ccc(OC)cc1 (configuration not stated),8.1,-2.7,-13.4,-3.1,-3.5,1.2,-13.6,-31.9
O=C(OCC(=O)N1CCCc2ccccc21)c1cc(S(=O)(=O)N2CCOCC2)ccc1F,3.0,5.6,14.2,-3.0,-0.1,-9.0,4.2,7.1
COc1ccc(CN(C)S(=O)(=O)c2nnc(NC(=O)c3ccccc3)s2)cc1OC,3.4,8.8,-5.6,5.9,-0.9,5.7,1.0,-11.4
CC1CCCC(NC(=O)COC(=O)c2ccc([N+](=O)[O-])s2)C1C (configuration not stated),41.5*,-8.2,-12.8,32.0,-0.1,63.0*,14.8,-0.7
CCCCN(C(=O)C1CCC1)c1c(N)n(Cc2ccccc2)c(=O)[nH]c1=O,-1.6,3.2,12.7,6.0,-0.6,0.4,-0.2,-12.2
CC1(C)NC(=O)N(CCOc2cccc(Cl)c2Cl)C1=O,0.5,-8.3,8.2,6.8,2.1,3.6,-8.7,2.0
O=C(NC(=S)N1CCN(c2ccc(F)cc2)CC1)C12CC3CC(CC(C3)C1)C2,25.2,8.1,-10.6,0.5,-3.5,3.7,3.1,1.1
Cc1cc(-c2ccccc2)c(C#N)c(N)n1,10.4,6.0,3.9,-8.9,-4.0,-4.7,-11.0,6.8
Cn1c(=O)c2c(nc(NCC(O)CO)n2CCc2ccccc2)n(C)c1=O (configuration not stated),-9.8,-2.0,4.5,-4.2,-8.2,-1.8,9.8,-2.1
C=C(Cl)COc1ccc2c(C)cc(=O)oc2c1,-9.4,11.3,-13.9,-18.7,-7.9,2.2,-2.3,-6.9
COc1ccc(Nc2nc(CN3CCOCC3)nc3sc4c(c23)CCC(C)C4)cc1OC (configuration not stated),14.7,-0.9,30.2,4.3,nt,-3.5,-19.0,nt
CC(=O)Oc1ccccc1C1OC(=O)c2ccccc2N1C(C)=O (configuration not stated),3.1,-6.0,-6.3,-8.9,-3.4,-9.6,-8.1,-3.3
CCCCCC(=O)N(CN1C(=O)CCC1=O)c1ccccc1,2.5,1.8,1.6,7.6,8.1,-3.4,-14.7,2.3
N/C(Cc1ccc(Cl)c(Cl)c1)=N\OC(=O)c1cccs1,-0.9,-0.6,-0.1,-3.8,2.5,-11.6,-8.8,-5.5
Cc1cccc(-n2c(SCc3ccc(C#N)cc3)nnc2-c2c[nH]c3ccccc23)c1,19.6,-3.5,15.1,7.9,13.9,3.4,13.2,13.1
O=C(N/N=C/c1ccccc1[N+](=O)[O-])c1ccncc1,4.2,2.8,-5.7,4.7,-1.1,-2.5,-15.9,-2.6
Cc1ccc(C(=O)N2CCCC(N(C)Cc3ccccc3)C2)s1 (configuration not stated),-4.0,1.5,-5.5,15.7,4.0,-6.1,7.2,94.8*
COc1ccc(CC(=O)Nc2cccc(C(C)=O)c2)cc1S(=O)(=O)N1CCOCC1,-1.6,1.7,24.3,-2.0,-0.5,3.4,6.1,2.0
CC[C@]12c3[nH]c4ccc(OC)cc4c3CCN1C(=O)C(CC(=O)NCCCn1ccnc1)C[C@@H]2C(=O)N1CCN(C(=O)C2CC2)CC1 (some centres not stated),10.2,nt,7.4,3.2,-4.8,nt,nt,-5.0
CCc1ccc(S(=O)(=O)NCc2csc(C)n2)s1,-13.1,3.4,6.7,13.2,-6.4,2.2,-3.9,5.9
S=C(NC1CCCC1)N1CCN(c2ccccn2)CC1,-9.9,5.4,25.5,0.1,15.1,-0.1,9.6,7.6
Cc1cccc(C(=O)Nc2cccc(Br)c2)c1[N+](=O)[O-],2.4,0.3,3.9,1.0,2.0,2.2,-7.0,1.1
CCCC(CCC)C(=O)Nc1ccncc1,3.1,-8.1,3.3,-6.1,-5.0,-12.4,3.2,-8.1
CCc1ccccc1NC(=O)c1ccc2c(c1)CCN2S(C)(=O)=O,3.4,-2.7,16.0,-3.1,-0.7,-7.9,-0.5,7.5
O=C(O)C1CC=CCC1C(=O)NCc1ccccc1 (configuration not stated),-15.6,9.4,17.6,-0.1,-10.8,-1.0,0.6,4.7
CCn1c(C)nc2cc(C(=O)NNC(=S)NC(=O)c3ccccc3)ccc21,5.3,-8.6,-2.0,-1.5,-1.3,-8.3,3.5,-9.1
O=C(Nc1ccc2c(c1)OCCO2)c1cccnc1,3.1,-6.2,-46.1,-8.8,1.2,-21.1,-46.7,-46.2
O=C(NCc1ccc(F)cc1)C1CC(=O)N(C2CCCC2)C1 (configuration not stated),-2.8,10.1,4.1,9.1,-2.4,2.5,1.3,-3.8
N#CCc1ccc(Oc2ncc(C(F)(F)F)cc2Cl)cc1,10.5,-1.0,4.1,-8.7,-8.6,-10.9,1.1,-7.9
O=c1[nH]c(SCc2cccc(Cl)c2)nc2c1CCCC2,-1.7,0.9,20.8,14.7,13.5,-1.5,16.5,5.8

# The list continues:
SMILES,Apaf-1 inh,UBC13 inh,697 NFkB inh,SENP7 inh,HKDC1 inh,SENP8 inh,Jurkat NFkB inh,Gli-Sufu antag
O=C(COc1ccccc1)NC1CCCc2ccccc21 (configuration not stated),-7.2,3.6,-24.3,-5.3,-10.9,9.6,9.7,4.0
O=C(Cn1nnc2ccccc21)c1cccc([N+](=O)[O-])c1,8.5,1.9,25.3,0.1,-6.0,-1.3,6.3,-4.5
O=C(CNC(=S)NC(=O)c1ccccc1)c1ccccc1,10.1,2.6,-1.3,6.8,-3.1,-4.0,-35.0,-36.1
COC(=O)c1ccc(C)c(NC(=O)Cc2ccc([N+](=O)[O-])cc2)c1,-2.7,-5.8,7.8,7.6,nt,0.5,11.3,nt

# Copied from the listing, six compounds:
SMILES,Apaf-1 inh,UBC13 inh,697 NFkB inh,SENP7 inh,HKDC1 inh,SENP8 inh,Jurkat NFkB inh,Gli-Sufu antag
CCC(=O)c1cc(F)c(N2CCN(C(=O)c3ccco3)CC2)cc1C,2.4,6.8,-19.2,1.5,-4.7,5.2,-1.6,-7.0
CSc1ccc(CN(C)CC(=O)NCc2ccc(F)cc2)cc1,-0.1,10.3,4.7,2.4,-14.2,-1.0,1.3,0.3
O=C1CC(c2cccs2)c2cc3c(cc2N1)OCCO3 (configuration not stated),-6.4,-2.5,-23.6,5.5,12.0,9.6,22.0,-3.9
Cc1ccc(N=CC=C2OC(C)(C)C(C)(C)O2)c(C)c1,6.4,-0.1,-15.1,-8.5,10.2,-8.2,-14.5,-4.3
Cc1ccc(C)n1-c1nnc(N2CCC(C(=O)NCCCN3CCN(C)CC3)CC2)s1,24.8,8.4,15.0,-5.5,-6.7,7.1,23.8,-3.4
O=C(c1cnccn1)N(c1ccccc1)C1(C(=O)NC2CCCCC2)CCCCC1,0.1,1.4,11.7,4.7,-1.8,6.8,-14.8,7.7
